# Apoferritin bind: binds horse apoferritin like a general anesthetic; P02791; apoferritin/1-aminoanthracene competitive binding, fluorescence; Potency, µM (highest dose often 77.5 µM), without a hit: top-dose activity change, negative = displacement, usual class: inhibitors; 350,000 tested, 0.074% active; AID 485281; also: potency is read from the fitted curve at half-maximal effect; % is scaled to controls: 0 for no effect and ±100 for the full control effect; nearly all actives have a fitted effect of over 20% in size
# Target sequence (P02791 2-175 limits assumed): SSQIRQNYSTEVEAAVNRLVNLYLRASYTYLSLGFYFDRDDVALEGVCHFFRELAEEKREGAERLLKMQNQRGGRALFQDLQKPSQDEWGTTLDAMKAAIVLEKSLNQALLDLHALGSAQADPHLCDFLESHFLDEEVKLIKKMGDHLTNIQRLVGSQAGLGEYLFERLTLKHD
#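 Horse-spleen apoferritin (10 uM) in 50% saturated 1-aminoanthracene in PBS was incubated 10 min at room temperature with compound. Fluorescence (ex 380, em 535 nm) was normalized to free and bound 1-AMA, with concentration-response fitted by a four-parameter Hill equation.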
# D1 antagonist: human D1 dopamine receptor antagonism; activity change, negative = inhibition, % at 10 µM; HEK293 TREx D1 cells, calcium flux, dopamine EC80; hits give low values; P21728; 360,000 tested, 3.2% active; in the data active = activity change below about -30%; also: % is scaled to controls: 0 for no effect and ±100 for the full control effect
# Target sequence (P21728 whole entry, looked up): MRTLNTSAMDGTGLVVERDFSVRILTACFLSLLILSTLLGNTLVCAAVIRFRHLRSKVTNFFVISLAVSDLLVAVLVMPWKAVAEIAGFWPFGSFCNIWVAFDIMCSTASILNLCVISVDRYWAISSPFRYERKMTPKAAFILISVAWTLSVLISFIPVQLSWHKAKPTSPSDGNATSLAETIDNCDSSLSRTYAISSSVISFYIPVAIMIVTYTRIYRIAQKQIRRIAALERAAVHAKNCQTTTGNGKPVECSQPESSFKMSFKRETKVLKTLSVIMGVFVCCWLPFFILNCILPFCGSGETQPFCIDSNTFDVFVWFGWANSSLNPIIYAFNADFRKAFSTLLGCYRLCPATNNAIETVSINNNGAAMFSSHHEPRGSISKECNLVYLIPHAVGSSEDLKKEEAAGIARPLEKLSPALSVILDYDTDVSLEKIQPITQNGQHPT
#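 Tetracycline-induced HEK293 Trex D1 cells, force-coupled to calcium, dye-loaded; compounds added and read 180 s, then EC80 dopamine added and calcium flux tracked kinetically another 180 s.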
# D1 ag: activates the human D1 dopamine receptor; P21728; HEK293 T-REx D1 cells, calcium flux, agonist mode; activation, % at 2 µM; 360,000 tested, 1% active; AID 504660; in the data active = activation above about 30%; also: 0% is about no effect
#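 Agonism was scored from calcium flux recorded over 180 s (1 read/s) after pintool compound addition, following a 10-cycle baseline. Cells were inducible force-coupled HEK293 TREx D1, plated overnight at 30 C and loaded with no-wash calcium dye.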
# TRHR enhancer: allosterically enhances the human TRH receptor; P34981; TRHR cells, fluo-8 calcium fluorescence, EC20 TRH enhancement; enhancement, % at 2 µM; 360,000 tested, 0.66% active; in the data active = enhancement above about 30%; also: 0% is about no effect
# Target sequence (P34981 whole entry, looked up): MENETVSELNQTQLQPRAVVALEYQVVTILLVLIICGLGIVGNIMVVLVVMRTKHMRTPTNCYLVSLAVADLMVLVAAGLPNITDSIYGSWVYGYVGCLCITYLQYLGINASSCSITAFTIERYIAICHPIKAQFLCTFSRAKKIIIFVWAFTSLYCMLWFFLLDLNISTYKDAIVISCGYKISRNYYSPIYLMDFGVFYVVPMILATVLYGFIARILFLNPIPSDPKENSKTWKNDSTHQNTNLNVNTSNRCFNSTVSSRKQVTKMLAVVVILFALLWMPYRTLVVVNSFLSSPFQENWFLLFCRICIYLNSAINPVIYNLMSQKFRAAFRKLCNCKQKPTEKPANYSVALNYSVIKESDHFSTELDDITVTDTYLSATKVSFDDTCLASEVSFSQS
#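 TRHR-expressing cells loaded with fluo-8 calcium dye were read kinetically (ex 480/em 530) during compound addition, then stimulated with an EC20 of TRH (10 nM final). Enhancement of the Gq-mediated intracellular calcium response was scored.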
# RXFP1 agonist: activates the human relaxin receptor RXFP1 | Q9HBX9 | HEK293T-RXFP1 cAMP TR-FRET, 30 min; response scale: percent of porcine relaxin response, buffer zero | Potency, µM (top dose mostly 57.5 µM), for the others: at the highest dose activation, most hits filed as activators | 370,000 tested, 0.3% active | AID 2676; also: potency is read from the fitted curve at half-maximal effect; % is scaled to controls: 0 for no effect and ±100 for the full control effect; nearly all actives have a fitted effect of over 60% in size; many of its hits are not listed in these tables
#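 HEK293 cells stably expressing RXFP1, treated 30 min at 37C with compounds plus PDE4 inhibitor Ro 20174; cAMP measured by HTRF TR-FRET. Normalized to buffer and 29 nM porcine relaxin; EC50 by Hill fit.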
# D2 potentiator: D2 dopamine receptor (human) potentiation. P14416. HEK293 T-REx D2, calcium flux, EC20 dopamine potentiation. potentiation, % at 10 µM. 340,000 tested, 0.34% active. AID 485347;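 active = potentiation over 3 SD above the plate norm, cut at about 30% in these data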; also: 0% is about no effect
#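 Cells plated with tetracycline inducer and held overnight at 30 C; calcium dye loaded 30–90 min at room temperature; baseline taken, compound added and read 180 s; EC20 dopamine then added and read 180 s.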
# TRHR agonist: TRH receptor (human) agonism; TRHR cells, calcium flux fluo-8, FDSS agonist mode; P34981; activation, % at 2 µM; 360,000 tested, 0.18% active; AID 493084; in the data active = activation above about 30%; also: 0% is about no effect
#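 Agonist-mode FDSS calcium read (Ex 480/Em 530, 1 s cycles) in 1536-well TRHR cells with fluo-8 dye, after 10-cycle baseline and 23 nL compound addition; TRH at EC20 (10 nM final) added afterwards for the enhancer phase.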
# RXFP1 antag: blocks the human relaxin receptor RXFP1. Q9HBX9. HEK293-RXFP1, relaxin-stimulated cAMP HTRF, 30 min; hits give low values. activity change, negative = inhibition, % at 57.5 µM. 350,000 tested, 0.59% active;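 active = activity change of -60% or lower, but not beyond a set lower limit; inconclusive = change between -60% and -40%, or beyond the set limit; inactive = change above -40%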; also: % is scaled to controls: 0 for no effect and ±100 for the full control effect
# D1 potentiator: human D1 dopamine receptor positive modulation; potentiation, % at 10 µM; HEK293 TREx D1 cells, calcium flux, dopamine EC20 potentiation; 360,000 tested, 0.036% active; P21728; in the data active = potentiation above about 30%; also: 0% is about no effect
# * marks the source's active call; other numbers are inactive results; ? = inconclusive; . = no result given; [ ] = remark or other dose. Unless noted, calls follow the shape of the dose curve; as a rule, active = well fitted curve in the direction sought with a large enough effect; inconclusive = small, poorly fitted or top-dose-only effect, or another doubt; inactive = no such curve, though single readings can be large; an effect the other way counts as inactive or inconclusive.
SMILES,Apoferritin bind,D1 antagonist,D1 ag,TRHR enhancer,RXFP1 agonist,D2 potentiator,TRHR agonist,RXFP1 antag,D1 potentiator
O=C(Nc1ccccc1C(=O)OC1CCOC1=O)c1ccco1 (stereo not given),-15%,-10,1,1,-0.3%,2,0.2,-5,-5
COc1ccc(CCN2C(=NC(=O)CC(C)C)SC3CS(=O)(=O)CC32)cc1 (stereo not given),-4%,43,-2,-2,-3.1%,1,0.3,-1,5
Cc1sc(NC(=O)c2ccco2)c(C(c2cccnc2)N2CCN(CCO)CC2)c1C (stereo not given),-3%,-4,2,-9,-0.2%,3,0.5,7,-3
N#C/C(C(=O)N1CCCCC1)=C1/N=C(NC(=O)c2ccc(F)cc2)c2ccccc21,-12%,-3,-1,0,0.6%,-4,0.3,-11,-1
Cc1ccc(-c2nc(CS(=O)(=O)CC(=O)NCc3ccc4c(c3)OCO4)c(C)o2)cc1,?,5,0,10,0.6%,0,-0.5,-20,12
CCCCOC(=O)CSC1=C(C#N)C(c2cccnc2)C(C(=O)OCC)=C(c2ccccc2)N1 (stereo not given),?,1,2,6,1.4%,-2,-1.0,3,1
COc1ccc(C(c2nnnn2CCc2ccccc2)N2CCN(C3CCCC3)CC2)cc1OC (stereo not given),-6%,12,-1,-5,-2.1%,-6,-0.1,-8,1
Cc1cc(C)n(-c2ncnc3sc(C)c(C)c23)n1,-2%,-13,1,13,1.6%,-7,-0.4,0,-3
Cc1ccc(-n2ncc3c(N4CCCCCC4)ncnc32)cc1Cl,-5%,0,0,4,0.7%,-15,0.6,-1,0
COC(=O)c1ccc(CN(Cc2ccc(OC)c(OC)c2)S(=O)(=O)c2ccc(F)c(C(=O)Nc3cc(C)ccc3C)c2)cc1,2%,-19,10,2,5.8%,14,0.6,-14,-4
COc1ccccc1CNC(=O)c1cn(C)c2ccc(S(=O)(=O)N(C)C3CCCCC3)cc2c1=O,?,-37*,4,3,4.6%,0,-0.3,-16,15
CCOCCCNC(=O)CCc1nnc2ccc(N3CCN(c4cccc(OC)c4)CC3)nn12,-10%,-3,1,2,?,-4,0.0,-6,-3
O=C(NC(=S)NC1CC1)c1cccnc1,-7%,0,3,0,-3.7%,12,-0.5,-1,-9
CC(=O)C1=C(O)CCC1=NCCc1ccccc1,-3%,10,1,11,1.2%,23,0.2,12,2
CCCc1nc2sc3c(c2c(=O)n1NC(=O)CCCl)CCCC3,-16%,5,1,7,2.7%,.,-0.6,-15,5
CCN(CC(=O)Nc1ccc(NC(C)=O)cc1)c1ccc(C(F)(F)F)cn1,-1%,13,9,10,1.9%,16,0.2,0,5
Cc1ccc(SCCNS(=O)(=O)c2ccc3c(c2)OCCO3)cc1,-20%,-33*,10,-2,0.2%,-20,0.1,-5,-8
Cc1cccc(-c2nc3ccc(C(=O)NCCN4CCN(C)CC4)cc3nc2-c2cccc(C)c2)c1,6%,-9,3,3,1.8%,0,-0.1,-22,-9
CC(C)(C)C1CCc2nc(NC(=O)Cc3cn4ccsc4n3)sc2C1 (stereo not given),?,37,2,4,0.0%,1,0.2,-19,7
CCCCC(=O)N/N=C(\C)CC(=O)Nc1ccccc1Br,-7%,0,0,10,-1.6%,-12,0.3,0,-2
C/C(CC(O)c1ccc2ccccc2n1)=N/O (stereo not given),-5%,-9,3,5,-0.6%,11,0.2,2,-2
COc1ccc(CO[C@@H]2O[C@H](CO)[C@@H](O)[C@H](O)[C@H]2NC(C)=O)cc1OC,0%,5,2,5,2.9%,0,0.6,4,1
Cc1ccc(/C=C/C(=O)Nc2ccccc2C(N)=O)cc1,1%,10,1,-7,1.8%,0,-0.1,4,-4
CC(=O)Oc1ccc(C(=O)Nc2cccc(-c3nnc(-c4ccco4)o3)c2)cc1,-2%,-6,6,1,4.9%,-1,-0.9,-8,-4
CCOc1ccccc1N1C(=O)CN(Cc2ccc(OC)c(OC)c2)C1=S,-7%,-23,8,-4,-2.2%,-2,-0.6,3,-10
CC(=O)OCC1=C(C(=O)O)N2C(=O)C(NC(=O)c3ccc(COc4c(C)cccc4Cl)o3)C2SC1 (stereo not given),-2%,38,1,-2,2.7%,6,-0.1,4,-12
NC(=O)c1ccccc1NC(=O)N1CCOCC1,2%,-14,3,-1,1.9%,6,0.5,10,-6
Cc1ccccc1C(=O)NC(=S)NCC1CCCO1 (stereo not given),-15%,-3,0,-1,2.0%,-6,1.0,-5,2
CCCCN(C(=O)c1c(C)noc1C)c1c(N)n(CCCC)c(=O)[nH]c1=O,.,0,3,1,0.3%,-5,0.1,-3,2
NC(=O)c1c(NC(=O)CSc2nnc(-c3ccco3)n2N)sc2c1CCCC2,?,-10,5,0,-0.9%,5,0.6,-10,-2
Cc1cccn2c(=O)c3cc(C(=O)NC4CCCC4)c(=N)n(C4CCCCC4)c3nc12,-19%,-10,0,1,-0.3%,-1,-0.6,-13,-7
O=C1Cn2c(nc3ccccc32)-c2ccccc2N1,-10%,4,1,11,2.4%,-8,-0.5,6,0
Cn1c(=O)c(C(=O)NCC2CCCO2)c(O)c2ccccc21 (stereo not given),-15%,-16,3,16,4.4%,14,0.0,-21,4
Cc1nc(SCC(N)=O)c([N+](=O)[O-])[nH]1,-4%,-4,0,-2,5.0%,-1,-0.5,-18,-1
Cc1ccc(Nc2nc(C(=O)N3CCC(C(=O)NCc4ccccc4)CC3)cs2)cc1,-14%,22,2,0,1.3%,-8,-0.6,-1,2
CCn1c(=O)c2c(nc3n2CC(C)CN3CCc2ccccc2)n(C)c1=O (stereo not given),-8%,-3,0,5,2.1%,2,-2.1,-14,-4
CN(C(=O)CCn1c(=S)oc2ccccc21)C1CCCCC1,5%,-25,1,-1,0.0%,-8,-0.1,16,0
COc1cc(N)ccc1NC(=O)c1cc2ccccc2o1,-8%,1,0,2,1.3%,-3,-0.2,8,-1
Cc1c(NC(=O)C2CCCN2C(=O)c2cccs2)c(=O)n(-c2ccccc2)n1C (stereo not given),-12%,1,0,2,-0.9%,-2,0.3,-5,0
COc1ccc(-c2cnc3ccccc3n2)cc1NC(=O)CNC(=O)c1ccccc1,-11%,7,-2,8,-3.9%,2,-0.8,-4,0

# Records listed so far that bear a hit mark in D1 antagonist.
Compound	D1 antagonist	D1 ag	TRHR enhancer	D2 potentiator	TRHR agonist	RXFP1 antag	D1 potentiator
COc1ccccc1CNC(=O)c1cn(C)c2ccc(S(=O)(=O)N(C)C3CCCCC3)cc2c1=O	-37*	4	3	0	-0.3	-16	15
Cc1ccc(SCCNS(=O)(=O)c2ccc3c(c2)OCCO3)cc1	-33*	10	-2	-20	0.1	-5	-8

# The list goes on.
SMILES,Apoferritin bind,D1 antagonist,D1 ag,TRHR enhancer,RXFP1 agonist,D2 potentiator,TRHR agonist,RXFP1 antag,D1 potentiator
COc1ccc(C(=O)c2ccc(OC)c(Br)c2)cc1Br,-10%,6,-1,-2,22%,15,0.2,-4,0
CC(Oc1ccc2c(=O)c(-c3ccc(Cl)cc3)c(C(F)(F)F)oc2c1)C(=O)O (stereo not given),-3%,-1,1,-1,-1.8%,1,0.9,-15,6
CN=C(Nc1cc(Cl)ccc1Cl)SC1CC(=O)N(c2ccc(C(=O)OC)cc2)C1=O (stereo not given),-6%,-5,8,8,-1.5%,5,1.3,7,-1
Cc1cc(C)nc(SCc2nnc(SCC(N)=O)n2Cc2ccco2)n1,-5%,-13,1,7,2.4%,13,-0.1,12,-4
CCOC(=O)C1CCCN(c2c(C(=O)c3ccccc3)cnc3ccc(F)cc23)C1 (stereo not given),5%,4,3,-5,-0.3%,1,0.2,.,1
O=C(O)COc1cccc2ccccc12,?,-6,4,0,-1.1%,2,-0.6,-2,2
CCCN1C(=O)c2ccccc2NC1c1ccc(OC)cc1O (stereo not given),31%[activator],5,1,-5,2.1%,-12,-0.7,-3,-3
CC1=C(C(=O)Nc2cccnc2)C(c2ccc(Cl)cc2)n2nc(-c3ccccc3)nc2N1 (stereo not given),-6%,2,2,3,1.3%,5,0.6,.,-7
Cc1ccccc1S(=O)(=O)NNC(=O)C(=O)NNc1ccccn1,3%,4,5,1,-1.4%,15,0.8,26,-1
OC1C2(Cc3ccccc3)CN3CCN(C2)CC1(Cc1ccccc1)C3 (stereo not given),-8%,17,2,6,2.5%,12,0.9,-2,0
CCOc1ccc(C(=O)Nc2ccncc2)cc1,-11%,-14,4,9,4.5%,4,-2.0,1,-4
O=S(=O)(c1ccccc1)N1CCN(c2nc3ccccc3s2)CC1,-2%,-3,4,13,1.1%,11,-0.7,-4,-8
Cc1nn2c(NCCOCCO)c3c(nc2c1-c1ccccc1)CCCC3,-5%,15,1,11,-0.3%,11,-0.3,-5,-4
NC(=O)C1CCN(c2nnnn2-c2ccccc2)CC1,-6%,-4,3,-3,0.0%,-5,0.6,-10,4
COc1ccccc1Oc1ccc(S(=O)(=O)N2CCCC2)cc1,-7%,-17,26,1,1.4%,18,-0.8,-2,-4
Cc1cccc(-n2ncc(C(=O)NCc3ccco3)c2C2CCN(C(=O)OC(C)(C)C)CC2)c1,4%,-2,0,16,-3.5%,4,-0.6,-29,4
O=C(COc1nncc2ccccc12)Nc1ccc(F)c(F)c1,-5%,7,1,0,5.0%,-1,0.4,2,-1
COc1ccc2oc(C(=O)Nc3nnc(C)s3)c(C)c2c1,.,-4,4,4,?,-7,0.0,-1,-7
C=C(C)CSc1nnc(CCNC(=O)OC(C)(C)C)o1,-16%,-5,5,0,1.0%,.,-0.3,9,-5
Cc1ccccc1NC(=O)Cn1c(C)nc2ccc(N)cc2c1=O,-10%,8,2,2,8.2%,-8,0.5,2,-2
O=C(Cn1nnc(-c2ccccc2)n1)NC1CCS(=O)(=O)C1 (stereo not given),.,-3,2,13,-1.3%,2,0.2,-6,-8
Cc1ccc(CN2CCN(C(=O)c3ccco3)CC2)cc1,3%,-30*,-2,-2,1.2%,1,0.0,2,-7

# A few values from above.
# Under RXFP1 antag, COc1ccccc1Oc1ccc(S(=O)(=O)N2CCCC2)cc1 shows -2
# Under D1 ag, C=C(C)CSc1nnc(CCNC(=O)OC(C)(C)C)o1 shows 5

# High-throughput results: PubChem, National Center for Advancing Translational Sciences (NCATS)

# An excerpt; rates above refer to the full screens.
